Screening results from PubChem.
MrgX1 allo act: allosterically activates human MrgX1 receptor signaling; MrgX1-HEK293, Fluo-4 calcium flux, FDSS; stronger effect = higher value; B-score at 10 µM; actives 0.63% (n = 310,000);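 active means plate-corrected calcium response at least 3 library SD above typical, normal starting fluorescence, not activating the receptor alone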;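 further: compound read alongside a low EC10 to EC30 dose of BAM8-22 agonist; peak minus trough fluorescence over baseline measured at the second addition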
Target sequence (Q96LB2 whole entry, looked up): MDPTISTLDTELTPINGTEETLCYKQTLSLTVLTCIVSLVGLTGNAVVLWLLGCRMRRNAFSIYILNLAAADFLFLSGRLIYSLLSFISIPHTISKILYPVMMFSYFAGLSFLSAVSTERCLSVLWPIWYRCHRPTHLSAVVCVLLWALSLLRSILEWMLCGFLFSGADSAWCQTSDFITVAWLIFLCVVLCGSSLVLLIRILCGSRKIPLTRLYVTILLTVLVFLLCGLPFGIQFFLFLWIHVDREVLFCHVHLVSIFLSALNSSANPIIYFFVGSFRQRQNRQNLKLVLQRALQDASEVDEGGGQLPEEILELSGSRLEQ
MrgX1 agonist: human MrgX1 receptor agonism, primary screen. Q96LB2. MrgX1-HEK293 cells, Fluo-4 calcium fluorescence, agonist mode; stronger effect = higher value. B-score at 10 µM. actives 0.44% (n = 310,000). AID 588627;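 active means calcium response B-score plate-corrected fluorescence ratio at least 3 library SD, with starting fluorescence B-score inside 5 SD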
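Test system: HEK293 cells stably expressing human MrgX1 receptor; amount: 15,000 cells per well; doses: compound delivered in addition one of three; times: overnight plating before 1 h dye loading; detection: Fluo-4 NW calcium-flux fluorescence, kinetic read; read-out basis: B-scored fluorescence response ratio; controls: positive and negative controls per plate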
RGS4 block: human RGS4 inhibition; P49798; HEK293 M3R/RGS4 inducible, Fluo-4 calcium flux; stronger effect = higher value; triggered by carbachol at its EC20; B-score at 10 µM; actives 0.45% (n = 310,000);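 active means B-score, a plate-corrected calcium signal, over three deviations above library mean, with baseline fluorescence within five deviations of library mean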;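 further: RGS4 expression induced by doxycycline in cells with stable M3 receptor; B-score is computed from the integrated fluorescence ratio over baseline after carbachol; higher B-score means a larger calcium signal and so more RGS4 inhibition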
Target sequence (P49798 whole entry, looked up): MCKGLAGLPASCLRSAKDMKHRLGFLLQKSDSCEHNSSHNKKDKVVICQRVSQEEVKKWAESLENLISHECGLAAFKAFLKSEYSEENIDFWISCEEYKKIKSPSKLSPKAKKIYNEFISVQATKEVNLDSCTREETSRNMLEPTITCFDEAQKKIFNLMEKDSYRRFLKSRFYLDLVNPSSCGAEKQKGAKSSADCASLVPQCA
TRPC4 block: blocks the mouse TRPC4 cation channel; actives 0.39% (n = 300,000); HEK293 TRPC4beta/mu-opioid, DAMGO-evoked Fluo4 calcium flux; stronger effect = lower value; B-score at 10 µM;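 active means B-score over 3 SD under the library average, no early fluorescence shift, positive overall ratio signal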
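Test system – stable TRPC4beta/mu-opioid receptor HEK293 cells · Probe or stimulus – DAMGO, a submaximal dose followed by a maximal one · Dosing – one concentration per compound · Signal – Fluo4 calcium fluorescence by kinetic imaging, 5 s 1 Hz baseline · Evaluation – per-well B score of integrated baseline-normalized Fluo4 ratio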
TMEM16A inh: blocks the mouse calcium-activated chloride channel TMEM16A; Q8BHY3; HEK293 TMEM16A/YFP iodide influx fluorescence, ionomycin; normalized B-score (activity score, 25-100; higher = stronger inhibition) at 10 µM; actives 1.2% (n = 310,000);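 active means ratio plate-corrected score three or more library SD toward inhibition, starting fluorescence score within five deviations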;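 further: score derived from kinetic fluorescence span divided by baseline fluorescence per well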
MrgX1 antagonist: human MrgX1 receptor antagonism, primary screen; MRGX1-HEK293 calcium flux, Fluo-4, BAM8-22 antagonism; stronger effect = lower value; B-score at 10 µM; actives 1.3% (n = 310,000);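 active means calcium-response B-score plate-corrected more than 3 library SD below zero, starting fluorescence within 5 deviations, no agonist response on first addition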;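 further: peak minus trough fluorescence over baseline after final BAM8-22 challenge near maximal dose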
TRPC6 inh: mouse TRPC6 channel inhibition. B-score at 10 µM. HEK293-TRPC6, membrane potential dye, ACh-evoked depolarization; stronger effect = lower value. actives 1.1% (n = 310,000). AID 2553;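 active means B-score under library mean minus 3 SD, initial fluorescence not abnormally high, positive integrated signal ratio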;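 further: B-score derived from integrated fluorescence ratio over the kinetic read; more negative B-score means stronger inhibition of depolarization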
ANO1 activ: activates or potentiates the mouse TMEM16A chloride channel; B-score at 10 µM; HEK293 TMEM16A/YFP-H148Q/I152L, iodide quench fluorescence; stronger effect = lower value; actives 0.3% (n = 340,000);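 active means fluorescence-ratio B-score plate-corrected deviation score at least 3 library SD below zero, with starting fluorescence score within 5 deviations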;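 further: channel opened by trigger with iodide after compound preincubation; score built on the fluorescence ratio of max minus min over baseline; more negative score means more quench and so TMEM16A activation or potentiation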
TRPC6 act: mouse TRPC6 channel activation. actives 0.13% (n = 310,000). B-score at 10 µM. HEK293-TRPC6 membrane potential dye fluorescence; stronger effect = higher value;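 active means B-score of the integrated fluorescence ratio above library mean plus 3 SD, and starting fluorescence ratio within library mean plus 5 SD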;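 further: higher score means more depolarization so channel activation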
TRPC4 PAM: TRPC4 (mouse) allosteric potentiation; Q9QUQ5; HEK293 TRPC4beta/mu-opioid, DAMGO EC20, Fluo-4 Ca2+ flux; stronger effect = higher value; B-score at 10 µM; actives 0.42% (n = 310,000); AID 2227;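 active means B-score of calcium response area above 5 SD of library B-scores, with initial fluorescence ratio within 5 SD of library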;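 further: B-score of integrated fluorescence ratio over time as area under calcium response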
TRPC4 act: TRPC4 (mouse) channel activation | Q9QUQ5 | HEK293 TRPC4beta/mu-opioid, Fluo4 calcium fluorescence; stronger effect = higher value | B-score at 10 µM | actives 0.49% (n = 310,000);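 active means B-score above 5 SD of library B-scores, and initial fluorescence ratio not above library mean plus 5 SD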;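 further: positive B-score marks a calcium rise read as TRPC4 activation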
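Test system: HEK293 cells stably co-expressing mouse TRPC4beta and mu-opioid receptor | Schedule: Fluo4 dye loading 45 min at room temperature, 110 s recording | Measured by: Kinetic Fluo4 calcium fluorescence, 5 s baseline at 1 Hz | Evaluation: B score of integrated ratio | Controls: Buffer (low) and maximal DAMGO (high)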
* = called active by the depositor; i = inactive; · = no result given.

# | SMILES | MrgX1 allo act | MrgX1 agonist | RGS4 block | TRPC4 block | TMEM16A inh | MrgX1 antagonist | TRPC6 inh | ANO1 activ | TRPC6 act | TRPC4 PAM | TRPC4 act
1 | CN(CC(=O)Nc1ccc(F)cc1)C(=O)COC(=O)/C=C/c1ccc(OC(F)F)cc1 | i | i | i | i | i | i | i | i | i | i | i
2 | N#Cc1ccncc1S(=O)c1ccc(Cl)cc1 (configuration not stated) | i | i | i | i | i | i | i | i | i | i | i
3 | Cc1ccccc1NC(=S)N(CCN(C)C)C(C)c1cccnc1 (configuration not stated) | i | i | i | i | i | i | i | i | i | i | i
4 | CN(C)C=Nc1ccc2nn(-c3ccccc3)nc2c1 | i | i | i | i | i | i | i | i | i | i | i
5 | Fc1ccc(CN2CCN3CCCC3C2C2CCCCC2)cc1F (configuration not stated) | i | i | · | · | i | i | · | i | · | · | ·
6 | O=C(c1cccc(N2C(=O)C3CC=CCC3C2=O)c1)N1CCN(c2ccccc2)CC1 (configuration not stated) | i | i | · | · | i | i | · | i | · | · | ·
7 | COC(=O)CCC(=O)N1CCCC(C(=O)c2ccc(Cl)cc2C)C1 (configuration not stated) | i | i | i | i | i | i | i | i | i | i | i
8 | CC(=O)Nc1ccc(-c2csc(NC(=O)C3CC(=O)N(c4ccc5c(c4)OCCO5)C3)n2)cc1 (configuration not stated) | i | i | i | i | i | i | i | i | i | i | i
9 | COc1ccc(CN(CCN2CCOCC2)C(=O)c2c(F)cccc2F)cc1OC | i | i | i | i | i | i | i | i | i | i | i
10 | Cc1nn(-c2ccccc2)c2c1C(=O)N(c1ccccc1)C(=O)C(C)(C)C2 | i | i | i | i | i | i | i | i | i | i | i
11 | CCc1sc(C(=O)NCc2ccco2)cc1Br | i | i | i | i | i | i | i | i | i | i | i
12 | O=[N+]([O-])c1cccnc1-n1cnc2ccccc21 | i | i | i | i | i | i | i | i | i | i | i
13 | Cc1ccc(NC(=O)C(=O)NCCN2CCN(S(=O)(=O)c3ccccc3)CC2)cc1C | i | i | i | i | i | i | i | i | i | i | i
14 | CN(CC(=O)Nc1ccc(N2CCOCC2)cc1)C(=O)c1cn(-c2ccccc2)nc1-c1ccccc1 | i | i | i | i | i | i | i | i | i | i | i
15 | COc1ccc(/C=N/n2c(SC)nnc(C(C)(C)C)c2=O)c(OC)c1 | i | i | i | i | i | i | i | i | i | i | i
16 | CCOc1ccc(NC(=O)CN(C)C(=O)Cc2c(C)nc3ccccc3c2C)cc1OCC | i | i | i | i | i | i | i | i | i | i | i
17 | Cc1ccc(NC(=O)CN2C(=O)COc3ccc(S(=O)(=O)N4CCOCC4)cc32)cc1F | i | i | i | i | i | i | i | i | i | i | i
18 | C=CCn1cc(C(=O)OCC)c(=O)c2cc(F)c(F)cc21 | i | i | i | i | i | i | i | i | i | i | i
19 | COC(=O)C(C)n1cnc2c(nnn2-c2ccc(OC)cc2)c1=O (configuration not stated) | i | i | i | i | i | i | i | i | i | i | i
20 | CCOC(=O)CSc1nc2c(sc3ccccc32)c(=O)n1CCCN1CCOCC1 | i | i | i | i | i | i | i | i | i | i | i
21 | CCOc1ccc(OCCNC2CCCC2)cc1 | i | i | i | i | i | i | i | i | i | i | i
22 | CCN(CC)CCOC(c1ccccc1)c1ccc(C)cc1 (configuration not stated) | i | i | i | i | i | i | i | i | i | i | i
23 | Cc1ccc(NC(=O)C(=O)NCCc2c[nH]c3ccccc23)c(C)c1 | i | i | i | i | i | i | i | i | i | i | i
24 | CCN1CCCC1CNC(=O)c1cc(S(=O)(=O)CC)c(N)cc1OC (configuration not stated) | i | i | i | i | i | i | i | · | i | i | i
25 | Cc1ccc2c(c1)C1CN(C)CCC1N2Sc1ccccc1[N+](=O)[O-] (configuration not stated) | i | i | i | i | i | i | i | i | i | i | i
26 | COc1ccccc1CN1CCNC(=O)C1CC(=O)O (configuration not stated) | i | i | i | i | i | i | i | i | i | i | i
27 | Cc1ccccc1CCN(C(=O)Cn1nnc2ccccc21)C(C(=O)NC(C)(C)C)c1ccsc1 (configuration not stated) | i | i | i | i | i | i | i | i | i | i | i
28 | COC(=O)c1ccc(OC(=O)c2ccc(OC)c(OC)c2)c(OC)c1 | i | i | i | i | i | i | i | i | i | i | i
29 | COc1ccc(N2CCN(C(=O)C3CCCN(S(=O)(=O)c4ccc(F)cc4)C3)CC2)cc1 (configuration not stated) | i | i | i | i | i | i | i | i | i | i | i
30 | COc1ccc(/C=C/c2onc(C)c2S(=O)(=O)N2CCC(C(=O)N3CCC(C)CC3)CC2)cc1 | i | i | i | i | i | i | i | i | i | i | i
31 | COc1cc(OC)cc(C(=O)N[C@H](C(=O)OCC(=O)Nc2ccc(C(C)C)cc2)C(C)C)c1 | i | i | i | i | i | i | i | i | i | i | i
32 | COc1ccccc1NC(=S)N1CCC(NC(=O)c2ccco2)CC1 | i | i | i | i | i | i | i | i | i | i | i
33 | COc1ccccc1/C=C/C(=O)NCC(=O)n1nc(C)cc1C | i | i | i | i | i | i | i | i | i | i | i
34 | O=C(CNC(=O)c1ccc(Cl)cc1Cl)NCC1CCCO1 (configuration not stated) | i | i | i | i | i | i | i | i | i | i | i
35 | CC(C(=O)Nc1ccccc1Br)N1c2cccc3cccc(c23)S1(=O)=O (configuration not stated) | i | i | i | i | i | i | i | i | i | i | i
36 | COC(=O)C1CC(=O)c2ccsc2C1 (configuration not stated) | i | i | i | i | i | i | i | i | i | i | i
37 | COCCOC(=O)C1=C(C)NC2(O)c3ccccc3C(=O)C12O (configuration not stated) | i | i | i | i | i | i | i | i | i | i | i
38 | Cc1nc(NC(=O)/C=C/c2ccccc2)sc1C(=O)N(C)C | i | i | i | i | i | i | i | i | i | i | i
39 | CCC1Oc2ccc(C)cc2N(CC(=O)NCCCN2CCCCC2CC)C1=O (configuration not stated) | i | i | i | i | i | i | i | i | i | i | i
40 | O=C(c1ccc(Cl)cc1)N1CCN(c2ccc(F)cc2)CC1 | i | i | i | i | i | i | i | i | i | i | i
41 | O=C(Nc1ccc(F)cc1)C1CCCN(S(=O)(=O)c2cccc3nonc23)C1 (configuration not stated) | i | i | i | i | i | i | i | i | i | i | i
42 | COc1ccc(Cn2c(=S)[nH]c3ccccc32)cc1 | i | i | i | i | i | i | i | i | i | i | i
43 | Cc1cc(=O)oc2cc(OCc3ccc(C(=O)N4CCN(c5ccccc5)CC4)cc3)ccc12 | i | i | i | i | i | i | i | i | i | i | i
44 | Cc1cc(=O)c(C(=O)O)nn1-c1ccc(Cl)cc1 | i | i | i | i | i | i | i | i | i | i | i
45 | O=C(Nc1cccnc1)c1cccc(-c2cc3ccccc3oc2=O)c1 | i | i | i | i | i | i | i | i | i | i | i
46 | CS(=O)(=O)N(CC(=O)N1CCCCCC1)c1ccc2c(c1)OCCO2 | i | i | i | i | i | i | i | i | i | i | i
47 | Cc1occc1C(=O)NNC(=S)NC(=O)COc1ccc(Cl)cc1Cl | i | 71* | i | i | 100* | i | i | -5* | i | i | 87*
48 | O=C(CCCOc1ccc(Cl)cc1Cl)NCCCn1ccnc1 | i | i | i | i | i | i | i | i | i | i | i
49 | Fc1ccc(CSc2nnc3ccccn23)c(Cl)c1 | i | i | i | i | i | i | i | i | i | i | i
50 | Cc1ccc(NC(=S)N(Cc2ccco2)C2CCN(C(C)C)CC2)cc1 | i | i | i | i | i | i | i | i | i | i | i

Next compounds:
# | SMILES | MrgX1 allo act | MrgX1 agonist | RGS4 block | TRPC4 block | TMEM16A inh | MrgX1 antagonist | TRPC6 inh | ANO1 activ | TRPC6 act | TRPC4 PAM | TRPC4 act
51 | Nc1ccc(Nc2ccc([N+](=O)[O-])cc2[N+](=O)[O-])cc1 | i | i | i | i | i | i | i | i | i | i | i
52 | Cn1c(=O)[nH]c(=O)c2c1nc(N/N=C/c1ccncc1)n2Cc1ccc(Cl)cc1 | i | i | i | i | i | i | i | i | i | i | i
53 | COc1cccc(C(=O)NCc2ccccc2OC)c1 | i | i | i | i | i | i | i | i | i | i | i
54 | O=C(Nc1ccccc1)N(CCc1ccncc1)C1CCCCC1 | i | i | i | i | i | i | i | i | i | i | i
55 | CCn1c2ccccc2c2cc(/C=N/n3c(C)nnc3C)ccc21 | i | i | i | i | i | i | i | i | i | i | i
56 | Cc1[nH]nc2c1C(=O)CC(C)(C)C2 | i | i | i | i | i | i | i | i | i | i | i
